SKN-1 block: inhibitors of C. elegans SKN-1 | actives 0.49% (n = 360,000) | inhibition, % at 21.8 µM | C. elegans VP596 Pgst-4::GFP/RFP ratio, acrylamide-induced, 24 h;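 active means interference check ratio from 0.5 to 1.5 plus GFP to RFP signal ratio inhibition reaching or exceeding a fixed threshold, cut at about 30% in these data, passing the limit was not always enough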; further: some compounds called inactive have numbers as strong as hits
FAS-TE inh: FAS thioesterase (human) inhibition. P49327. recombinant FAS-TE, OMFH fluorogenic substrate, fluorescence endpoint. inhibition, % at 15 µM. actives 0.67% (n = 360,000). AID 602261;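 active means compounds whose normalised, plate-corrected inhibition of enzyme fluorescence in the single-dose primary screen is 50% or more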;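 further: 0% = DMSO with enzyme and 100% = substrate without enzyme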
Neddyl block: blocks human cullin neddylation; P61081+Q13564; TR-FRET cullin neddylation, biochemical; calls only at 25 µM; actives 0.58% (n = 360,000); AID 651699; in the data active means inhibition above about 36%
Rpn11 block: Rpn11 (human) deubiquitinase inhibition; human 26S proteasome, Ub4-pepOG fluorescence polarization; 20S core pre-blocked with epoxomicin; O00487; calls only at 20 µM; AID 588493; actives 0.59% (n = 360,000);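 active means inhibition at 20 µM, scaled to each plate's controls, above about 33%, limit read from the data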
Rin1 Abl inh: human Rin1-Abl interaction inhibition. P00519+Q13671. TR-FRET Rin1/Abl binding, biochemical. actives 0.4% (n = 360,000). inhibition, % at 7.35 µM; in the data active means inhibition above about 5%, passing the limit was not always enough
MLLE-PAM2 inh: inhibitors of microRNA-mediated deadenylation, human PABP1 MLLE binding. inhibition, % at 20 µM. actives 0.36% (n = 360,000). GST-MLLE / FITC-PAM2 fluorescence polarization. P11940. AID 588489; in the data active means inhibition above about 35%, passing the limit was not always enough;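 further: plate controls were DMSO wells with GST-MLLE for no effect and wells lacking GST-MLLE protein for full effect; some results filed as inactive read as strong as hits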
NadD inh: blocks S. aureus nicotinate mononucleotide adenylyltransferase | purified NadD enzyme, colorimetric absorbance read-out | inhibition, % at 20 µM | actives 0.78% (n = 360,000) | AID 602399; in the data active means inhibition above about 26%; further: some compounds past the cut are filed as inactive
CSN deneddyl inh: inhibitors of human CSN-mediated cullin deneddylation | Q92905 | Purified CSN, SCF-Nedd8-OG deneddylation, fluorescence polarization | inhibition, % at 12.5 µM | actives 0.38% (n = 360,000) | AID 651999;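 active means pattern-corrected inhibition above about 35%, with an unprinted fluorescence ratio check between 0.5 and 1.5, limit read from the data, passing the limit was not always enough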;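 further: 0% = enzyme with substrate and 100% = substrate without enzyme; some results filed as inactive read as strong as hits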
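Test system: purified human Csn5 enzyme expressed in HEK293T cells. Amount: 0.24 nM enzyme. Reagent: SCFSkp2-Nedd8OG substrate at 10 nM final. Schedule: 90 min incubation of compound, enzyme and substrate at room temperature. Detection: fluorescence polarization. Read-out: % inhibition of substrate cleavage by Csn5.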
MT1-MMP act inh: MT1-MMP (human) activation inhibition; P50281; HT1080 RFP-PRO-GFP cells, GFP/RFP ratio fluorescence, overnight; percent of plate control window, DMSO zero; GFP/RFP ratio change, % at 20 µM; actives 0.061% (n = 360,000);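 active means GFP/RFP ratio change of at least 30% with cell ATP level not reduced by more than half and red fluorescence within 50% of control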; further: strong numbers were not always called active
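Assay system: HT1080 RFP-PRO-GFP cells | Dosing: 20 µM single dose, 1% DMSO | Incubation: Cells overnight before dosing, compound overnight, 37 °C, 5% CO2 | Evaluation: GFP/RFP fluorescence ratio | Control set: DMSO-only wells and HT1080 RFP-L50D-GFP cell wells as references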
Active calls of the source: *; i = inactive; . = not tested or not shown.

Values run as follows: SKN-1 block	FAS-TE inh	Neddyl block	Rpn11 block	Rin1 Abl inh	MLLE-PAM2 inh	NadD inh	CSN deneddyl inh	MT1-MMP act inh
#1 COc1ccc(C2c3ccc(O)cc3Oc3ncn(Cc4ccco4)c(=N)c32)cc1 (configuration not stated)
    7	-21	i	i	1	0	5	21	-31
#2 CCOC(=O)N1CCN(C(=O)CSc2nnc(C3COc4ccccc4O3)o2)CC1 (configuration not stated)
    -5	-1	i	i	-1	13	-1	1	8
#3 CC1CCC(NC(=O)CN2CCN(S(=O)(=O)c3cccs3)CC2)CC1 (configuration not stated)
    1	7	i	i	3	10	-2	2	5
#4 O=C(O)c1cc([N+](=O)[O-])ccc1NCc1cccnc1
    -1	2	i	i	-2	-8	-1	-1	2
#5 O=C(Nc1ccnn1C1CCN(Cc2ccc(C#CCCO)cc2)CC1)c1cccc(F)c1
    -3	-5	i	i	1	-7	-1	-4	3
#6 O=C(c1cccc(S(=O)(=O)N2CCOCC2)c1)N(Cc1ccc(F)cc1)Cc1ccco1
    -9	7	i	i	0	-3	-3	4	-1
#7 COCCNC(=O)Cn1nc(C(F)(F)F)c(Br)c1C
    8	-7	i	i	-1	3	-2	-3	-4
#8 C[C@H](CO)N1C[C@H](C)[C@@H](CN(C)S(=O)(=O)c2ccccc2C#N)OCc2cn(nn2)CCCC1=O
    -9	-8	i	i	-5	2	0	3	1
#9 Cc1c(C)n(CCN(C)C)c2ncnc(NCc3ccccc3)c12
    -10	-11	i	i	0	2	-6	3	5
#10 CC(C)C(C(=O)NCc1ccccc1)N1CCN(C(=O)C2CCCO2)CC1 (configuration not stated)
    -12	.	i	.	.	.	.	-2	1
#11 Cn1c(=O)c2c(nc(CN3CCOCC3)n2CCN2CCOCC2)n(C)c1=O
    -6	-8	i	i	-3	5	-4	-1	10
#12 COc1ccc(-c2cc(C(=O)NCc3ccc(F)cc3)[nH]n2)c(C)c1
    4	1	i	i	-2	5	-1	9	-1
#13 CCC(C)NC(=O)[C@H](CSCc1ccccc1)N1Cc2ccccc2C1=O (some centres not stated)
    -17	3	i	i	1	13	-2	-2	-5
#14 Cc1ccc(N2C(=O)CSC2c2ccccn2)cc1Cl (configuration not stated)
    10	0	i	i	-4	8	-4	-2	2
#15 COc1cc(CCC(=O)OCC(=O)NC(=O)c2ccc(Cl)cc2)cc(OC)c1OC
    -7	5	i	i	1	13	-5	4	-2
#16 Cc1ccc(/C=N/NC(=O)c2cccc(S(=O)(=O)Nc3ccccc3Cl)c2)s1
    12	-8	i	i	-3	-8	4	-1	-6
#17 CCCCN1C(=O)/C(=C/C=C2\Oc3ccccc3N2CC)SC1=S
    54	-136	i	.	2	i	7	6	-52
#18 Cc1nc2ccccc2nc1OCC(=O)Nc1ccc2ccccc2c1
    2	-12	i	i	-1	-12	-2	1	-3
#19 CN(C(=O)c1ccccc1C(=O)OCC(=O)NC(=O)NC(C)(C)C)C1CCCCC1
    2	0	i	i	0	3	-4	5	-1
#20 Cc1cc(-c2nnc(SCC(=O)c3ccc4c(c3)OCCO4)o2)no1
    7	-7	i	i	1	-8	-7	-2	-1
#21 C=CCNC(=O)COc1ccc(Oc2ccccc2)cc1
    11	-1	i	i	-1	-3	-3	-5	1
#22 Cc1nnsc1C(=O)Nc1ccc(S(=O)(=O)N2CCCCC2C)cc1 (configuration not stated)
    4	1	i	i	0	14	-1	-4	4
#23 O=C(CN(C(=O)c1csnn1)c1cccc(Cl)c1)NCCc1ccccc1
    -5	1	i	i	2	4	-5	-2	1
#24 O=S(=O)(Nc1cc(Cl)ccc1-n1cncn1)c1ccccc1Cl
    6	-6	i	i	-1	21	21	-3	0
#25 CC(C)COC(=O)N(C)C[C@@H]1OCc2cnnn2CCCC(=O)N([C@@H](C)CO)C[C@H]1C
    13	-9	i	i	1	12	-2	6	-1
#26 CCCCCCSc1ccc([C@H]2N[C@@](CC(C)C)(C(=O)OC)[C@H]3C(=O)N(C)C(=O)[C@@H]23)cc1OC
    13	30	i	i	5	2	2	-4	-7
#27 O=S(=O)(Cc1ccccc1)Nc1ccc(Br)cn1
    11	-3	i	i	1	0	-2	-6	4
#28 CN(C)CCCN(C(=O)c1ccco1)c1nc(-c2ccc(Cl)cc2)cs1
    -7	2	i	i	-4	11	-10	0	1
#29 N#C/C(=C/c1ccc(Oc2ccc([N+](=O)[O-])cn2)cc1)C(=O)N1CCOCC1
    -10	-3	i	i	-2	0	2	3	3
#30 COCCNC(=O)c1ccccc1NC(=O)c1ccccc1N(C)S(=O)(=O)c1ccc(C)cc1
    -24	-4	i	i	1	7	-6	4	0
#31 COc1ccc(-c2nsc(SCC(=O)Nc3ccc4c(c3)OCO4)n2)cc1
    10	-2	i	i	-6	-109	4	-3	2
#32 COc1ccc(/C=N/NC(=O)CN(C2=NS(=O)(=O)c3ccccc32)c2ccccc2)cc1OC
    1	-6	i	i	3	-4	9	-7	1
#33 CC(=O)Nc1ccc(NC(=O)C(C)OC(=O)CCc2nc3ccccc3s2)cc1 (configuration not stated)
    6	2	i	i	-3	-6	-7	-1	8
#34 COc1ccc(S(=O)(=O)N2CCCCC2)cc1NC(=O)Cc1ccsc1
    6	6	i	i	2	-3	-7	1	-2
#35 Cc1ccc(NC(=O)CSc2nnc(-c3ccc(S(=O)(=O)N4CCCC4)cc3)o2)cc1C
    9	3	i	i	0	0	-6	-10	2
#36 O=S(=O)(NCC[C@@H]1CC[C@H](NS(=O)(=O)c2cccc(F)c2)[C@@H](CO)O1)c1cccc(F)c1
    6	.	i	.	.	.	.	3	1
#37 CCC(Sc1nc2ccc(C)cc2[nH]1)C(=O)O (configuration not stated)
    -4	-10	i	i	-1	-36	1	4	-2
#38 CC1(C)CC(=O)c2cc(C(=O)N3CCCC(C)(C)C3)c(=O)n(-c3ccccc3)c2C1
    4	-3	i	i	0	7	1	2	10
#39 COc1ccc(C(=O)N[C@H](C(=O)Nc2nc3c(s2)CCCC3)C(C)C)cc1
    3	-3	i	i	6	-10	0	-11	-3
#40 CC(C)NC(=O)c1onc(CSc2ccc(Cl)cc2)c1C(=O)O
    9	-9	i	i	-1	13	-3	-1	4

Whole records, looked up by structure:
COc1ccc(S(=O)(=O)N2CCCCC2)cc1NC(=O)Cc1ccsc1 is entered as SKN-1 block = 6; FAS-TE inh = 6; Neddyl block = i; Rpn11 block = i; Rin1 Abl inh = 2; MLLE-PAM2 inh = -3; NadD inh = -7; CSN deneddyl inh = 1; MT1-MMP act inh = -2
O=C(O)c1cc([N+](=O)[O-])ccc1NCc1cccnc1 is entered as SKN-1 block = -1; FAS-TE inh = 2; Neddyl block = i; Rpn11 block = i; Rin1 Abl inh = -2; MLLE-PAM2 inh = -8; NadD inh = -1; CSN deneddyl inh = -1; MT1-MMP act inh = 2

More entries
Values run as follows: SKN-1 block	FAS-TE inh	Neddyl block	Rpn11 block	Rin1 Abl inh	MLLE-PAM2 inh	NadD inh	CSN deneddyl inh	MT1-MMP act inh
#41 Cc1[nH]n(-c2ccccc2)c(=O)c1C=NC1CCCCCC1
    1	6	i	i	-4	4	-9	-8	2
#42 O=c1nc(N/N=C/C=C/c2ccccc2)cn[nH]1
    -1	-4	i	i	0	-3	-9	2	4
#43 Cc1ccccc1-c1csc(C(O)c2ccccc2)n1 (configuration not stated)
    -12	-1	i	i	-2	-5	-9	1	1
#44 O=C(NCCc1ccc(Cl)cc1)c1cccc(N2CCCC2=O)c1
    -4	-6	i	i	5	11	-3	-4	0
#45 CN1CCN(C(=O)c2cc(=O)c3cc(Cl)ccc3o2)CC1
    3	-5	i	i	2	1	-8	1	-2
#46 C(C#CCN1CCOCC1)#CCN1CCOCC1
    -7	-7	i	i	0	-3	-11	2	0
#47 O=C(CCS(=O)(=O)c1ccc(Cl)cc1)N1CCN(S(=O)(=O)c2cccs2)CC1
    16	2	i	i	-5	-5	0	-3	4
#48 COc1ccc(C(C)=O)cc1COC(=O)[C@H](Cc1ccccc1)NC(=O)c1ccco1
    -21	7	i	i	2	-2	-3	-1	-5
#49 CCOC(=O)C1CCCN(C(=O)c2cc(Nc3ccc(OC)cc3)nc3ccccc23)C1 (configuration not stated)
    1	11	i	i	-3	-9	-5	0	5
#50 C=CCOc1c(Br)cc(/C=N/n2c(CC)n[nH]c2=S)cc1Br
    5	3	i	i	-2	-76	0	3	10
#51 C=CCOc1ccc(/C=C\c2nc(O)c([N+](=O)[O-])c(=O)[nH]2)cc1OCC
    15	-5	i	i	1	-8	-4	2	0
#52 O=C(Nc1nc(-c2ccccn2)cs1)c1cc(S(=O)(=O)N2CCOCC2)ccc1F
    2	3	i	i	0	-3	8	5	3
#53 CCOC(=O)C1CCCN(C(=O)c2ccc3c(c2)C(C)(C)CCC3(C)C)CC1 (configuration not stated)
    16	12	i	i	3	9	2	-3	-6
#54 O=C(NCCCc1ccncc1)C1CCC(=O)N(Cc2cccc(F)c2)C1 (configuration not stated)
    22	-6	i	i	2	-4	0	0	-2
#55 COc1ccc(NC(=O)CCc2nnc3ccc(N4CCC(C)CC4)nn23)cc1
    -4	-1	i	i	0	2	3	1	-11
#56 C#CCOCCOCCOCCNc1nc(N2CCN(C(=O)[C@H](C)n3cc(CCC(=O)O)nn3)CC2)nc(N2CCN(C(=O)[C@H](CCCCN)n3cc(CCCC)nn3)CC2)n1
    0	-6	i	i	2	-2	6	0	2
#57 Cc1cc(C)cc(C(=O)N2CCN=C2SCc2ccc([N+](=O)[O-])cc2)c1
    -1	-57	i	i	-4	35	-5	-4	2
#58 Cc1ccc2oc(=O)cc(/C=C/c3ccccc3)c2c1
    10	35	i	i	-5	-3	-6	-2	-1
#59 CCCN1CCN(C(=O)Cn2cnc3sc(C)c(S(=O)(=O)N4CCC(C)CC4)c3c2=O)CC1
    -5	2	i	i	1	0	-3	0	-1
#60 O=C(CN1C(=O)N/C(=C\c2ccccc2OCc2ccc(C(=O)O)cc2)C1=O)Nc1ccc(F)cc1
    1	2	i	i	0	6	-1	0	3
#61 O=C(CN1CCOCC1)NNC(=O)c1ccc([N+](=O)[O-])cc1
    3	-5	i	i	-6	9	1	3	2
#62 Cc1cc(C(=O)N/N=C/c2cccc(OC(=O)c3cccc(Br)c3)c2)n[nH]1
    -3	2	i	i	-1	-11	14	2	2
